# BLM helicase inh: qHTS Assay for Inhibitors of Bloom's syndrome helicase (BLM); recombinant BLM DNA unwinding, fluorescence dequenching; Potency, µM (titrated, usually from 56.1 µM), for the others: at the highest dose activity change, negative = inhibition, hits mostly inhibitors; 0.2% of 350,000 active; RecQ-like DNA helicase BLM (Homo sapiens), P54132;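 note: potency is the fitted concentration of half-maximal effect; plate controls were vehicle for no effect and no enzyme for full effect; nearly all actives have a fitted effect of over 35% in size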
# APE1 inh: qHTS Assay for Inhibitors of the Human Apurinic/apyrimidinic Endonuclease 1 (APE1); DNA repair nuclease/redox regulator APEX1 (Homo sapiens), P27695; Potency, µM (series often up to 65.8 µM), for inactives: top-dose activity change, negative = inhibition, actives largely listed as inhibitors; 0.35% of 350,000 active; recombinant APE1, TAMRA/BHQ-2 abasic DNA cleavage fluorescence;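 note: potency is the fitted concentration of half-maximal effect; plate controls were vehicle for no effect and reference inhibitor for full effect; nearly all actives have a fitted effect of over 55% in size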
#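 Step 1: APE1 (0.75 nM) with compound, 15 min RT. Step 2: add 50 nM fluorophore/quencher THF duplex. Step 3: three fluorescence reads 60 s apart (525/598 nm); read 3 minus read 1 = reaction progress.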
# ERG Ets-DNA blk: qHTS for Small Molecule Inhibitors of the ERG Ets/DNA interaction; Potency, µM (highest dose often 76.9 µM), for inactives: at the top dose FP activity, negative = inhibition, hits mostly inhibitors; Transcriptional regulator ERG (Homo sapiens), P11308; 0.028% of 370,000 active; fluorescence polarization, His-ERG Ets domain / labelled DNA; active = well fitted inhibition curve with a large enough effect in the polarisation, with a control signal flat; inconclusive = small, poorly fitted or top-dose-only effect, or effect the other way, or a change in a side signal; inactive = no such curve, though single readings can be large or run the other way; the % refers to the polarisation;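 note: polarization taken with two DNA probes labelled with fluorescein and Texas red; potency is the fitted concentration of half-maximal effect; % of control where 0% means no effect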
#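 His-tagged ERG Ets domain (1 uM in the protein solution; 300mM KCl, 50mM Tris-HCl, 1mM EDTA, 1mM DTT, pH 7.5) received compound, then a probe mix of 5 nM fluorescein-DNA and 100nM Texas-615-DNA. Fluorescence polarization was read for both dyes.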
# TRHR ag: qHTS for Small Molecule Agonists and Allosteric Enhancers of Human TRH Receptor: Primary Screen for Agonists; Thyrotropin-releasing hormone receptor (Homo sapiens), P34981; TRHR cells, calcium flux fluo-8, FDSS agonist mode; activation, % at 2 µM; 0.18% of 360,000 active; AID 493084, 2011; in the data active = activation above about 30%; note: 0% is about no effect
#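 TRHR-expressing cells, plated overnight in medium with 10% serum, were loaded with fluo-8 calcium dye at room temperature. After a 10 s baseline, library compound was pin-added and calcium release was recorded kinetically (ex 480/em 530) as agonist response.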
# ALOX12 inh: Primary qHTS assay for inhibitors of human arachidonate 12S-lipoxygenase (ALOX12): Round 2; purified 12hLO, xylenol orange hydroperoxide absorbance; Polyunsaturated fatty acid lipoxygenase ALOX12 (Homo sapiens), P18054; 1.1% of 580,000 active; Potency, µM (doses to about 108 µM), inactives show at the top dose activity change, negative = inhibition, hits mostly inhibitors; AID 1671190, 2021; note: potency is the fitted concentration of half-maximal effect; % is set by controls: 0 for no effect and ±100 for the full control effect
#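 Hydroperoxide product was detected by ferrous iron/xylenol orange as the 573 to 405 nm absorbance ratio. Arachidonic acid at 40 uM (final) was turned over for 30 min at room temperature by 150 nM human 12hLO, pH 7.0 Hepes buffer, after 15 min compound preincubation.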
# Pol beta inh: qHTS Assay for Inhibitors of DNA Polymerase Beta; P06746; Pol beta primer extension/strand displacement, fluorescence kinetic; Potency, µM (highest dose often 114 µM), for inactives: at the top dose activity change, negative = inhibition, usual class: inhibitors; 1.3% of 340,000 active; note: potency is the fitted concentration of half-maximal effect; % is set by controls: 0 for no effect and ±100 for the full control effect
#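 Pol beta (10 nM) and compounds were preincubated 15 min at room temperature, then 50 nM substrate (final) started primer extension/strand displacement. Reads were taken at 0 and 10 min; concentration-response data were fitted to a four-parameter Hill equation.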
# Pol kappa inh: qHTS for Inhibitors of Polymerase Kappa; 0.53% of 400,000 active; purified Pol kappa, fluorescent DNA synthesis assay, 10 min; Potency, µM (highest dose often 107 µM), for inactives: top-dose activity, negative = inhibition, actives largely listed as inhibitors; AID 588579, 2011; DNA polymerase kappa (Homo sapiens), Q9UBT6; note: potency is the fitted concentration of half-maximal effect; % is set by controls: 0 for no effect and ±100 for the full control effect
# Target sequence (Q9UBT6 whole entry, looked up): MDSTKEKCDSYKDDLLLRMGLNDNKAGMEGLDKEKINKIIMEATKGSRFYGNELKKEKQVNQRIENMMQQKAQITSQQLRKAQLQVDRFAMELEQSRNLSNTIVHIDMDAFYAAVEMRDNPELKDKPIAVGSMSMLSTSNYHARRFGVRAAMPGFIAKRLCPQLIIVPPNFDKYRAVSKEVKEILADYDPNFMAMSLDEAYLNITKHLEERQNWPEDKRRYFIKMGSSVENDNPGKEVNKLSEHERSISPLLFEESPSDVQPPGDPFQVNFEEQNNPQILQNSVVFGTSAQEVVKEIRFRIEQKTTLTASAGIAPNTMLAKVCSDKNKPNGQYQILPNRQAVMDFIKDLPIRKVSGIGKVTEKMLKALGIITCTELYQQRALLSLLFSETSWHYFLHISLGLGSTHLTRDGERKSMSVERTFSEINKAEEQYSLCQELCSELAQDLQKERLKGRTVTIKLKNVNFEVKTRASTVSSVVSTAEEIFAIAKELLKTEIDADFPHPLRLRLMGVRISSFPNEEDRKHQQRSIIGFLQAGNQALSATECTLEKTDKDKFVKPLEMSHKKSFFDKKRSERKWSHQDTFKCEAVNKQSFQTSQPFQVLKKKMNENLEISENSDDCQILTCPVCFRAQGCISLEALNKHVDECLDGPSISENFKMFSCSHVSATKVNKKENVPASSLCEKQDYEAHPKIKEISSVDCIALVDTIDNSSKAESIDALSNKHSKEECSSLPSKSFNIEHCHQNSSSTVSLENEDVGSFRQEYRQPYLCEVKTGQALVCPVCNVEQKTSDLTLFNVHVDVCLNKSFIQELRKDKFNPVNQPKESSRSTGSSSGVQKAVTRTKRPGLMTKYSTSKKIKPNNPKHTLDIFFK
#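 Kinetic fluorescence screen: compound preincubated 15 min RT with 10 nM enzyme; 50 nM substrate (final) initiates; reads at 0/10 min.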
# Anesthetic bind: qHTS Assay for Identification of Novel General Anesthetics. Ferritin light chain (Equus caballus), P02791. apoferritin/1-aminoanthracene competitive binding, fluorescence. Potency, µM (top dose mostly 77.5 µM), inactives show top-dose activity change, negative = displacement, usual class: inhibitors. 0.074% of 350,000 active. AID 485281, 2010; note: potency is the fitted concentration of half-maximal effect; % is set by controls: 0 for no effect and ±100 for the full control effect; nearly all actives have a fitted effect of over 20% in size
# Target sequence (P02791 2-175 limits assumed): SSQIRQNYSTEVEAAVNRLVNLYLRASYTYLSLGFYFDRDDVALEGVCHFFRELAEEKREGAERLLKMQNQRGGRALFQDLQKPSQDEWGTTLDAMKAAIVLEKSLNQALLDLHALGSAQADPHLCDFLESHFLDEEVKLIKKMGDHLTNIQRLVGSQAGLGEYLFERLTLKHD
#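 Read-out: endpoint 1-AMA fluorescence, excitation 380 nm and emission 535 nm, after compounds sit 10 min at room temperature with 10 uM horse-spleen apoferritin in 50% saturated 1-AMA/PBS. Values come from four-parameter Hill fits.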
# POLI inh: qHTS for Inhibitors of Polymerase Iota | DNA polymerase iota (Homo sapiens), Q9UNA4 | Pol iota fluorescent replication assay, 10 min | Potency, µM (top dose mostly 115 µM), for the others: top-dose activity, negative = inhibition, actives largely listed as inhibitors | 1% of 390,000 active; note: potency is the fitted concentration of half-maximal effect
#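 Fluorescent replication assay read twice, at 0 min and 10 min after adding 50 nM (final) substrate. Enzyme (10 nM) and compounds were first incubated 15 min at room temperature; enzyme-free buffer wells were negative controls.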
# Active calls of the source: *; i = inactive; ? = inconclusive; nt = not tested or not shown; & = joins results of further samples; [ ] = remark or other dose. Unless noted, calls come from the whole dose curve; as a rule, active = well fitted curve in the direction sought with a large enough effect; inconclusive = small, poorly fitted or top-dose-only effect, or another doubt; inactive = no such curve, though single readings can be large; an effect the other way counts as inactive or inconclusive. An excerpt; count on the stated rates, not on these rows.
SMILES,BLM helicase inh,APE1 inh,ERG Ets-DNA blk,TRHR ag,ALOX12 inh,Pol beta inh,Pol kappa inh,Anesthetic bind,POLI inh
Cc1cccc(NC2=NC(C)(C)N=C(N)N2)c1,5%,13%,-1%,0.7,-7%,44%,-11%,1%,35%[activator]
Cc1cccc(NC(=O)c2cccc(NC(=O)Cc3cccs3)c2)c1,-1%,-2%,9%,0.8,-7%,-12%,-9%,?,48%[activator]
CCOc1ccc(C(O)(c2ccccc2)C(CN2CCCC2)c2ccccc2)cc1 (stereo not drawn),-2%,-4%,5%,1.0,0%,?,-6%,-8%,15%
Cc1nn(Cc2ccccc2)c(C)c1CNC(=O)c1ccc(F)c(S(=O)(=O)N2CCOCC2)c1,nt,24%,-6%,-2.0,9%,nt,-6%,nt,-18%
COc1cc(C(=O)COC(=O)C2CCCCC2)cc(OC)c1OC,nt,3%,-12%,nt,14%,nt,-19%,nt,88%[activator]
COC(=O)c1cc(NS(=O)(=O)c2ccc3c(c2)OCCO3)ccc1Cl,-2%,nt,5%,-0.2,0%,2%,-11%,-15%,-11%
O=[N+]([O-])c1ccc(S(=O)(=O)NCCS(=O)(=O)N2CCN(c3ccccc3)CC2)cc1,1%,-15%,16%,0.1,1%,-1%,4%,-22%,14%
O=C(N/N=C/c1c[nH]c2ccccc12)c1cc(Br)ccc1O,-14%,9%,8%,-0.3,20%,-27%,-5%,-16%,13%
CSCCC(NC(=O)c1ccccc1C)C(=O)O (stereo not drawn),-4%,1%,-8%,-0.7,-3%,1%,0%,-3%,25%
CN(C[C@H](Cc1ccccc1)N(C[C@H](CC1CCCCC1)N(CCc1ccccc1)N=O)N=O)N=O,-9%,2%,-4%,-0.1,1%,11%,?,-24%,89µM*
Cc1cc(=O)oc2cc(OCC(=O)OCC(=O)N3CCC(C)CC3)ccc12,-1%,-5%,0%,-0.4,-15%,-29%,-9%,?,11%
COc1ccccc1/C=C1\SC(=O)N(CCC(=O)NNC(=O)c2ccccc2Cl)C1=O,0%,-3%,8%,-1.7,-12%,-10%,-5%,-2%,?
CC(C)(C)OC(=O)N1Cc2ccccc2C[C@H]1C(=O)NCC(=O)Nc1ccc2c(c1)OCCO2,-2%,30%,6%,0.1,-2%,0%,6%,-2%,29%
CCCCNc1c(-c2ccc(OC)c(SC3CCCCC3)c2)nc2cnccn12,nt,-14%,-2%,2.5,nt,nt,-7%,nt,?
Cc1nn(C)c(C)c1C(C)NC(=O)c1cc(COc2cncc(Cl)c2)on1 (stereo not drawn),-3%,26%,8%,0.5,1%,12%,-1%,-7%,6%
C=C(C(=O)c1ccccc1)C(c1ccccc1)C(C)C(=O)c1ccccc1 (stereo not drawn),-5%,-1%,2%,0.5,11%,19%,-3%,1%,15%
CN(Cc1ccccc1)C(=O)COC(=O)c1ccc(S(=O)(=O)N(C)C)cc1,1%,-4%,1%,-0.2,?,3%,-8%,-15%,29%
CCCCC1(c2ccc(F)cc2)NC(=O)N(CC(=O)Nc2ccc(N3CCOCC3)cc2)C1=O (stereo not drawn),nt,10%,9%,nt,-14%,nt,-11%,nt,-22%
O=C(c1ccc2nc3ccccc3c(=O)n2c1)N1CCN(Cc2ccc3c(c2)OCO3)CC1,0%,0%,-9%,0.1,12%,16%,-12%,79%[activator],?
CN(Cc1ccccc1)C(=O)COC(=O)c1ccccc1NS(=O)(=O)c1cccc(N)c1,4%,6%,4%,-1.0,-7%,7%,-8%,-15%,-18%
CC1=Nc2cc(Cl)ccc2Oc2ccccc21,-11%,0%,9%,-0.7,-4%,1%,7%,-23%,99%[activator]
Cc1ccc(NCCCn2cnc(C(=O)Nc3ccc(C)c(C)c3)n2)cc1C,nt,nt,-8%,nt,?,nt,16%,nt,2%
Cc1cc(C(=O)OCC(=O)Nc2ccc(F)cc2[N+](=O)[O-])c2ccccc2n1,-3%,24%,-4%,-0.4,0%,25%,0%,-4%,26%
COc1ccc(C(=O)Nc2ncc(C)s2)cc1S(=O)(=O)N1CCOCC1,nt,29%,-10%,2.0,11%,nt,1%,nt,21%
COc1ccc2c3c([nH]c2c1)C1(NCC3)C(=O)Nc2ccccc21 (stereo not drawn),-5%,2%,-4%,0.9,0%,15%,-3%,-1%,5%
COc1ccc(S(=O)(=O)N2CCCOC2CNC(=O)C(=O)NCCc2ccco2)cc1OC (stereo not drawn),-2%,-5%,-4%,-0.3,i,24%,2%,-10%,-13%
CCCC(=O)NCCc1nc2ccccc2n1Cc1c(F)cccc1Cl,2%,nt,-14%,-0.3,-4%,-11%,-7%,-9%,8%
COc1cc(/C=N/O)cc(Br)c1OCC(=O)NCc1ccccc1,-12%,3%,nt,0.0,6%,-16%,-1%,?,-14%
COc1cccc(CNc2ncc(Br)cc2Br)c1O,-4%,-1%,-2%,-0.9,?,23%,-11%,?,-3%
Cc1ccc(C(=O)N2CCN(Cc3ccc4c(c3)OCO4)CC2)cc1S(=O)(=O)N1CCOCC1,-4%,0%,-12%,0.3,15%,22%,-7%,-10%,-5%
CCOc1ccc(CNC(=O)c2ccc3c(c2)nc2n3CCOC2)cc1,2%,nt,7%,0.3,-4%,0%,-11%[60.1 µM],2%,23%
O=C(CN1CCN(c2ccc(F)cc2)CC1)N1CCOCC1,0%,2%,2%,0.3,35%,0%,-13%,-4%,6%
COc1ccc(-c2oc3ncn4nc(-c5ccccc5OC)nc4c3c2-c2ccc(OC)cc2)cc1,-3%,nt,0%,0.7,-9%,-5%,-14%,4%,4%
S=c1[nH]nc(C2(c3ccccc3)CCCC2)o1,-5%,1%,4%,-0.1,-16%,0%,19%,3%,15%
CCOc1cccc2cc(-c3nc(-c4ccccc4C)no3)c(=O)oc12,2%,nt,7%,-0.1,-18%,-26%,4%,-3%,33%[activator]
COc1cc(NC(=O)C/C(C)=N/NC(=O)C(OC)c2ccccc2)c(OC)cc1Cl (stereo not drawn),2%,0%,4%,-0.1,10%,11%,-10%,-4%,19%
COc1cc(OC)c(C2=NOC(C(=O)N3CCCc4ccccc43)C2)cc1Cl (stereo not drawn),-10%,13%,-1%,0.8,-1%,4%,-3%,-5%,-7%[58.9 µM]
CC1=C(C(=O)OC2CCCCCC2)C(c2ccc(C)o2)C2=C(CCCC2=O)N1 (stereo not drawn),-9%,0%,nt,0.0,-26%,2%,-19%,-1%,6%
CCCOc1ccccc1/C=N/Nc1ccnc(=O)[nH]1,-7%,26%,0%,-0.7,0%,-2%,-4%,3%,125%[activator]
O=C(c1ccccc1NS(=O)(=O)c1ccccc1[N+](=O)[O-])N1CCCC1,1%,14%,1%,-0.3,9%,10%,-18%,-6%,14%
O=S(=O)(Nc1ccc(-c2ccc(N3CCCCCC3)nn2)cc1)c1ccc(C(F)(F)F)cc1,-5%,nt,5%,0.8,-23%,0%,-10%[60.1 µM],-18%,-25%
O=C(CSCc1c(Cl)cccc1Cl)NCC1CCCO1 (stereo not drawn),-2%,3%,0%,-0.7,1%,2%,-6%,-4%,18%
CC1(C)C2CCC(C2)C1(C)NC(=O)CNCc1cccs1 (stereo not drawn),2%,17%,3%,-1.7,-26%,34%[activator],11%,?,8%
Cc1ccc(Cl)c(Nc2ccccc2C(=O)O)c1Cl,-6%,-2%,-5%&-4%,-1.1,-1%&1%,3%,-14%[60.1 µM],-10%,9%
COc1ccccc1CNC(=O)c1ccc(N2CCCC2)c(NC(=O)NCCC(C)C)c1,0%,nt,-2%,-1.9,-6%,7%,-12%[60.1 µM],8%,2%
CCN1CCN(Cc2ccc(NC(=O)c3cc(NC(=O)c4cnnc5ccccc45)cc(OC)c3)cc2C(F)(F)F)CC1,-10%,-2%,3%,0.5,-9%&-2%,-13%,-3%,-5%,-13%
O=C(CCCN1C(=O)/C(=C/c2cccs2)SC1=S)Nc1ccccc1O,-2%,61%[activator],6%,0.6,-2%,0%,-1%,-23%,20%
COc1cc(/C=C(\C#N)c2ccccn2)ccc1OCc1ccc(Cl)cc1,-11%,-2%,-5%,2.2,-10%,10%[57.1 µM],-4%,8%,-17%
Cc1ccc(NC(=O)C2CCCN2S(=O)(=O)c2cccc3nsnc23)c(C)c1 (stereo not drawn),-1%,nt,-15%,-0.2,-11%,32%[activator],0%,-6%,25%

# Screening results (PubChem)
